Source: PubChem BioAssay (Sanford-Burnham Center for Chemical Genomics)
Rat MKP-3 inhibitors: inhibition of rat DUSP6 enzyme activity – biochemical, in vitro, primary screen (AID 425). recombinant MKP-3 phosphatase activity, fluorescence; higher % means a stronger effect. inhibition, % at 20 µM, or IC50 in µM where a hit was titrated. actives 0.17% (n = 110,000); in the data active = inhibition above about 50%;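 note: plate controls were vehicle for no effect and reference inhibitor for full effect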
Hsp70 inhibitors: Hsp70 inhibitors, probe displacement, primary screen, biochemical, fluorescence polarization (AID 583); Hsp70 fluorescence polarization probe displacement, mP; higher % means a stronger effect; displacement, % at 20 µM; hits with a dose series show IC50 in µM; actives 0.06% (n = 140,000); in the data active = displacement above about 50%;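 note: plate controls were vehicle for no effect and reference ligand for full effect; a part of the inactive calls stands beside numbers as strong as those of hits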
* = called active by the depositor; x = no result given; & = joins results of further samples. The list is partial (hit frequency here may not be typical).

SMILES	Rat MKP-3 inhibitors	Hsp70 inhibitors
O=C(NCc1cccs1)C1CCC(CNS(=O)(=O)c2ccc(Br)s2)CC1 (configuration not stated)	-14.7%	x
COc1ccccc1C(=O)Nc1ccccc1N1CCN(S(C)(=O)=O)CC1	-1.1%	4.7%
CCOc1ccccc1N=CC1=C(O)CC(c2ccccc2)CC1=O (configuration not stated)	1.8%	-2.8%
COc1cc(C(=O)N2CCN(Cc3cccc(C(F)(F)F)c3)CC2)cc(OC)c1OC	3.0%	-3.2%
COc1ccc(C(=O)Cn2nnc(-c3ccccc3NC(=O)C(F)(F)F)n2)cc1	x	1.8%
O=C1c2ccccc2C(=O)N1CCc1nc2ccccc2c(=O)n1-c1nccs1	2.5%	4.4%
O=[N+]([O-])c1ccc(C=Nc2ccc(OC(F)(F)F)cc2)cc1	2.5%	-1.2%
O=C(NC(Cc1ccccc1)Cc1ccccc1)c1ccccc1Br	-1.1%	0.2%
Cc1ccc(N2CCN(C(=O)Nc3ccc(Cl)cc3)CC2)cc1	-2.0%	-1.3%
CCOC(=O)C1=CN(c2ccc(OCC)cc2)C=C(C(=O)OCC)C1c1cccs1	2.1%	3.2%
CCCC(=O)Nc1cc(-c2nc3ncccc3o2)ccc1C	3.9%	-1.1%&-2.1%
O=C(CCCN1CCC(O)(c2ccc(Cl)cc2)CC1)c1ccc(F)cc1	-8.5%	1.1%
COc1nc(-c2ccccc2)ccc1-c1noc(-c2cccnc2)n1	2.7%	4.9%
COC(=O)C1=NNC2(C)C(=O)N(c3ccccc3OC)C(=O)C12 (configuration not stated)	0.0%	0.2%
CC/C(CNC(=O)c1ccccc1)=N/NC(=O)CN(CC)c1ccccc1	2.4%	-3.9%
CCOC(=O)c1c(C)nc(-c2ccccc2)nc1N	0.0%	x
CCOc1cc(NC(=O)c2ccco2)c(OCC)cc1NC(=O)Cc1ccc(OC)c(OC)c1	2.7%	-4.9%
CC(C)NC(=O)CSc1nnc(-c2ccc(S(=O)(=O)N3CCCC3)cc2)n1CC1CCCO1 (configuration not stated)	-9.0%	1.3%
Cc1nn(-c2ccccc2)c(N2CCCC2)c1/C=N/n1cnc2scc(-c3ccccc3)c2c1=O	-2.8%	4.5%
Cc1cc(C)c(NC(=O)C2CSCCS2)c(C)c1 (configuration not stated)	-5.1%	-0.8%

Reprinted from the part before: two entries; new compounds follow.
SMILES	Rat MKP-3 inhibitors	Hsp70 inhibitors
Cc1nn(-c2ccccc2)c(N2CCCC2)c1/C=N/n1cnc2scc(-c3ccccc3)c2c1=O	-2.8%	4.5%
Cc1cc(C)c(NC(=O)C2CSCCS2)c(C)c1 (configuration not stated)	-5.1%	-0.8%
COc1ccc(OC)c(-n2cnc3cc(C(=O)NCCCN4CCOCC4)ccc32)c1	x	0.7%
COc1ccc(CNC(=O)c2cccs2)cc1	-12.4%	0.6%
COc1ccc(OC)c(/C=C/C(=O)c2cccc([N+](=O)[O-])c2)c1	4.8%	-0.6%
CCCN1C(=O)/C(=C/c2c(NCCCOC(C)C)nc3c(C)cccn3c2=O)SC1=S	x	-48.3%
Cc1ccc2cc(C)c(SCC#N)nc2c1	-1.7%	0.2%
CCOc1ccccc1NC(=O)C1=C(C)NC(=O)NC1c1cccc(OC)c1OC (configuration not stated)	-6.2%	3.5%
COCCn1c(CN2CCN(C)CC2)nc2c1c(=O)n(C)c(=O)n2C	-1.0%	1.0%
O=C(NCCNc1ccc([N+](=O)[O-])cc1)c1cccnc1	2.1%	-5.4%
COC(=O)C(NC(=O)c1ccco1)(Nc1nc(C2CC2)cs1)C(F)(F)F (configuration not stated)	0.9%	0.5%
Cc1cccc(-n2nnc(C(=O)NCc3ccccc3)c2N)c1	-5.6%	-4.7%
O=C(c1ccco1)N1CCN(C(=O)c2cccc3c2C(=O)N(Cc2cccnc2)C3)CC1	-13.0%	-2.4%
CCCn1c(CCC(=O)O)ccc1-c1cccs1	-3.7%	4.5%
O=C(c1n[nH]c(=O)c2ccccc12)N1CCN(c2ccc(F)cc2)CC1	4.6%	2.0%
OCCn1c(-c2ccc3c(c2)OCO3)csc1=Nc1ccccc1	-3.4%	7.2%
COc1ccc(C2=Nn3c(nnc3C3CCCCC3)SC2)cc1OC	x	-2.3%
CC(C)COC(=O)N1CCCC1C(=O)Nc1nccs1 (configuration not stated)	4.1%	4.3%
COc1cc(/C=N/c2oc(C)c(C)c2C#N)ccc1O	-1.2%	3.6%
O=C1NC(=Nc2ccccc2)S/C1=C/c1ccc(-c2cccc(Br)c2)o1	0.4%	-0.2%
O=C(O)CCC(=O)Nc1ccc(Br)c(Cl)c1	x	4.8%
Cc1cc(N2CCCC2=O)cc(C)c1S(N)(=O)=O	-8.5%	-2.1%
Cc1sc(NC(=O)C2CC=CCC2C(=O)O)c(C(=O)OC(C)C)c1C (configuration not stated)	x	-4.2%
CN(Cc1ccccc1)C(=O)CCn1c(=O)oc2ccccc21	-1.4%	1.5%
Cc1noc(C)c1S(=O)(=O)N1CCCC(C(=O)N2CCC(C)CC2)C1 (configuration not stated)	-7.5%	0.8%
O=C(Nc1ccc2nn(-c3ccccc3)nc2c1)c1ccc([N+](=O)[O-])cc1	-2.1%	-4.7%
O=C(O)c1ccc(Nc2nc(-c3ccccc3)c3cc(Cl)ccc3n2)cc1	3.7%	2.4%
COC(=O)CN1C(c2cc(OC)c(OC)c(OC)c2)=Nc2ccc(Br)cc2C1c1ccccc1 (configuration not stated)	4.7%	-1.5%
CN(C)c1ccc(C2/C(=C(\O)c3ccccc3)C(=O)C(=O)N2CCCC(=O)O)cc1 (configuration not stated)	2.0%	-0.7%
COc1ccccc1N1CCN(C(=O)Cn2c(=O)[nH]c3ccsc3c2=O)CC1	x	2.7%
Cc1ccnc(N2CCC(C(=O)Nc3ccc4c(c3)OCO4)CC2)n1	-7.1%	1.2%
COc1ccccc1-c1nnc(SCC(=O)N2CCOCC2)n1-c1ccccc1	x	-0.7%
COc1ccc(S(=O)(=O)Nc2ccc3ccccc3c2)cc1C	x	-4.0%
CCn1c(SCc2nc3ccccc3[nH]2)nnc1-c1ccccc1OC	-7.9%	1.2%
C=CCN1C(=O)NC(=O)/C(=C\c2ccc(OCc3ccc(Cl)cc3)c(OC)c2)C1=O	5.1%	-3.6%
O=C1C(=O)N(CCN2CCOCC2)C(c2ccccn2)/C1=C(/O)c1ccc(F)cc1 (configuration not stated)	-2.0%	-7.2%
CCOc1cc(C=C2C(=O)NC(=S)NC2=O)cc(Br)c1OCCOc1ccccc1C	0.4%	-7.1%
COc1ccc(C)cc1CCC(=O)O	-0.1%	2.0%
COC(=O)c1c(NC(=O)/C=C\C(=O)O)sc(C)c1C	-5.0%	0.7%
COc1cc(/C=N/n2c(C)nnc2-n2nc(C)cc2C)cc(I)c1O	-0.2%	-3.0%
O=C(O)c1ccc(NC(=O)c2ccc(Cl)c(S(=O)(=O)N3CCOCC3)c2)cc1	0.8%	-2.2%
COc1ccc(NC(=O)c2cnc3sccn3c2=O)cc1	4.5%	-0.9%
CC(=O)N/C(=C\c1ccc(F)cc1)C(=O)NC(C(=O)O)C(C)C (configuration not stated)	-0.5%	4.1%
Clc1ccc(Cn2ncc3c(NCc4ccco4)ncnc32)c(Cl)c1	-5.3%	-4.1%
O=C(O)CN=C(NS(=O)(=O)c1ccc(Cl)cc1)c1ccccc1	4.6%	0.6%&9.5%
O=C(O)c1n[nH]c2c1CCCC2	-11.4%	-4.5%
COc1ccc(CNC(=O)Cc2ccc(OC)c(S(=O)(=O)N3CCOCC3)c2)cc1	-16.1%	5.1%
COc1cccc2[nH]c3c(=O)n(CCN(C)C)cnc3c12	-5.0%	-2.8%
O=C(Cn1c(CN2CCCCC2)nc2ccccc2c1=O)NC1CCCCC1	-4.7%	1.6%
O=C(Nc1cccc(NC(=O)c2ccc(Cl)cc2Cl)c1)c1cc2ccccc2o1	-1.8%	-2.4%
Cc1cc(C)nc(Nc2n[nH]c(-c3ccccc3Br)n2)n1	1.7%	-0.3%
CCOC(=O)N1CCC(NC(=O)CSCc2cnn(-c3ccccc3)c2-n2cccc2)CC1	-8.7%	5.7%
c1ccc(CNC2=NCCCCC2)cc1	-6.9%	2.0%
CCC(C)Sc1nc2c(cnn2-c2ccc(C)c(C)c2)c(=O)[nH]1 (configuration not stated)	-14.6%	-3.2%
CCOC(=O)C1=C(O)/C(=C/c2ccc(O)c(OC)c2)SC1=Nc1ccc([N+](=O)[O-])cc1	2.4%	-1.5%
O=C(Nc1cccnc1)c1scc2c1OCCO2	-5.4%	-3.8%
O=C(Nc1cccc(NC(=O)c2ccccc2[N+](=O)[O-])c1)c1ccco1	0.7%	-0.1%
Cc1cc(NC(=O)CSC2=NCCS2)no1	1.4%	-1.9%
COCCCNC(=O)c1ccc(NC(C)=O)cc1	2.3%	5.3%
Nc1nnc(SCc2ccccc2F)n1-c1ccccc1	-4.7%	-2.1%
CC(CC(=O)c1cccs1)CC(=O)c1cccs1	3.4%&1.4%	4.4%&2.4%
CCCn1c(N2CCN(C)CC2)nc2c1c(=O)[nH]c(=O)n2C	x	3.5%

Single records (already shown).
Record of `c1ccc(CNC2=NCCCCC2)cc1` → Rat MKP-3 inhibitors = -6.9%; Hsp70 inhibitors = 2.0%
Record of `Cc1cc(C)nc(Nc2n[nH]c(-c3ccccc3Br)n2)n1` → Rat MKP-3 inhibitors = 1.7%; Hsp70 inhibitors = -0.3%

(more compounds)
SMILES	Rat MKP-3 inhibitors	Hsp70 inhibitors
COC(=O)c1[nH]c2ccccc2c1NC(=O)CN1CCCc2ccccc21	-8.0%	5.8%
CCOc1ccccc1N1CCN(CC(O)COc2ccc3c(C)cc(=O)oc3c2)CC1 (configuration not stated)	-2.0%	x
CN(c1cccc(NC(=O)CN2C(=O)c3ccccc3S2(=O)=O)c1)S(C)(=O)=O	x	-1.3%
Cc1ccc(CSC2=NCCN2C(=O)C2CC2)cc1	1.3%	3.8%
Cc1cccc2c(=O)oc(-c3cccc([N+](=O)[O-])c3)nc12	5.9%	2.1%
Nc1nonc1C(=O)NCCNC(=O)c1ccccc1F	-10.0%	-3.8%
O=C(c1cc(-c2cccnc2)nc2ccc(Br)cc12)N1CCN(c2ncccn2)CC1	-7.1%	-3.8%
O=C(Oc1ccc2c(=O)c(Cl)coc2c1)c1ccncc1	-7.3%	-0.3%
Cc1nn(Cc2ccc(Cl)cc2)c(C)c1NC(=O)c1cc(-c2ccco2)on1	1.7%	1.4%
Cc1ccc(C(=O)N2CCN(c3ncnc4c3cnn4-c3ccccc3)CC2)cc1	x	-1.3%
Cc1csc(NC(=O)c2cc(-c3cccc(Br)c3)nc3ccccc23)n1	0.2%	2.2%
Cc1ccc2oc(=O)c3cnn(CC(=O)N4CCc5ccccc5C4)c3c2c1	-9.1%	0.2%
COC(=O)C1=C(C)N=c2s/c(=C\c3ccccc3Cl)c(=O)n2C1c1cccs1 (configuration not stated)	-2.9%	3.0%
C=C(C)CC(NCc1ccco1)c1ccc(OC)cc1 (configuration not stated)	x	6.9%
Cc1[nH]nc2c1C(C(C)c1ccccc1)C(C#N)=C(N)O2 (configuration not stated)	3.5%	3.0%
Cc1cccc(C)c1NC(=O)C12CC3CC(CC(C3)C1)C2	4.4%	1.9%
COc1ccc(C2CC(=O)C3=C(C2)Nc2ccccc2NC3c2ccccc2Cl)cc1OC (configuration not stated)	2.1%	4.1%
Cc1c(C(C)O)nnn1-c1nonc1N (configuration not stated)	2.8%	-0.3%
COc1cc(OC)c(OC)cc1CNC1CCCCCC1	-1.8%	x
CCOC(=O)c1ccc(NC(=O)CN(c2ccc(OCC)cc2)S(=O)(=O)c2ccc(Br)cc2)cc1	0.4%	3.8%
CCOC(=O)c1cnc(-n2cc(C)cn2)nc1Nc1ccccc1OC	-1.2%	-0.5%
Cn1cccc1Cc1nnc(SCC(=O)NCCc2ccccc2)n1-c1ccc(F)cc1	-0.7%	-4.3%
CC(=O)c1ccc(N2C(=O)C3CCC(C)(C2=O)C3(C)C)cc1 (configuration not stated)	-0.6%	-0.7%
O=C1NN(c2cccc(Cl)c2)C(=O)/C1=C/c1ccc2c(c1)OCO2	4.5%	8.4%
Cc1nnc(N(Cc2ccccc2)C(=O)c2cnccn2)s1	-8.0%	5.8%
Cc1cc(C)n(-c2nnc(C)n2/N=C/c2ccco2)n1	-3.5%	-2.2%
CC(C)(C)c1ccc(/C=N/N=C2\NC(=O)C(CC(=O)O)S2)cc1 (configuration not stated)	5.7%	-11.1%
COc1ccc(C2C(C(=O)Nc3cc(C)on3)c3ccccc3C(=O)N2C)cc1OC (configuration not stated)	10.5%	-0.3%
CCCCNC(=O)C1CC(=O)N(c2ccc(OC)cc2)C1c1ccc(OC)cc1 (configuration not stated)	x	-8.2%
COc1ccc(NC(=O)CCN2C(=O)C3CC=C(Cl)CC3C2=O)cc1 (configuration not stated)	1.7%	x
O=[N+]([O-])c1ccccc1N[C@H]1O[C@H](CO)[C@@H](O)[C@@H]1O	1.4%	1.5%

Some of the entries so far, with two lines to a compound:
Every second line gives: Rat MKP-3 inhibitors, Hsp70 inhibitors
CC(C)(C)c1ccc(/C=N/N=C2\NC(=O)C(CC(=O)O)S2)cc1 (configuration not stated)
 : 5.7%, -11.1%
COc1ccc(C2C(C(=O)Nc3cc(C)on3)c3ccccc3C(=O)N2C)cc1OC (configuration not stated)
 : 10.5%, -0.3%
CCCCNC(=O)C1CC(=O)N(c2ccc(OC)cc2)C1c1ccc(OC)cc1 (configuration not stated)
 : x, -8.2%
COc1ccc(NC(=O)CCN2C(=O)C3CC=C(Cl)CC3C2=O)cc1 (configuration not stated)
 : 1.7%, x
O=[N+]([O-])c1ccccc1N[C@H]1O[C@H](CO)[C@@H](O)[C@@H]1O
 : 1.4%, 1.5%
